GPR35 arrestin U2OS: GPR35 antagonists blocking zaprinast-driven arrestin recruitment, primary screen, imaging, U2OS, beta-arrestin-GFP, zaprinast agonist (AID 2058); inhibition, % at 10 µM, or IC50 in µM where a hit was titrated; 290,000 compounds, 0.052% hits; U2OS GPR35 beta-arrestin-GFP translocation imaging, zaprinast antagonism; higher % means a stronger effect;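 active = inhibition of at least 50% with at least 30 cells and total cytoplasm GFP at most 10,000,000; inconclusive = under 30 cells or total GFP of 10,000,000 plus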
NOD1 inhibition: inhibition of NOD1-driven NF-kB reporter – cell-based, luminescence, uHTS, primary screen (AID 1578) | NOD1-driven NF-kB luciferase reporter cells, luminescence; higher % means a stronger effect | one-dose inhibition, % at 4 µM; EC50 in µM for titrated hits | 290,000 compounds, 1% hits; in the data active = inhibition mostly above about 36%, no sharp cut-off; inactive = mostly below about 34%;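 note: HEK-293T reporter cells stimulated with the NOD1 agonist gamma-tri-DAP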
HIV fusion peptide: inhibitors of HIV fusion peptide binding, primary screen, biochemical, uHTS, fluorescence dequenching (AID 1986); cell-free peptide binding, fluorescence dequenching, 30 min; higher % means a stronger effect; one-dose inhibition, % at 20 µM; IC50 in µM for titrated hits; 290,000 compounds, 0.3% hits; in the data active = inhibition mostly above about 52%, no sharp cut-off; inactive = mostly below about 76%; note: some results filed as inactive read as strong as hits
KOR beta-arrestin-1: KOR agonists, beta-arrestin recruitment, primary screen, cell-based, luminescence, uHTS (AID 1777); 280,000 compounds, 0.02% hits; KOR beta-arrestin recruitment, luminescence; higher % means a stronger effect; activation, % at 10 µM; hits with a dose series show EC50 in µM; in the data active = activation above about 50%, passing the limit was not always enough; note: a part of the inactive calls stands beside numbers as strong as those of hits
Myeloid diff 2: compounds promoting myeloid differentiation; ER-HoxA9 myeloid progenitors, lysozyme-GFP differentiation, flow cytometry; calls only at 10 µM; 360,000 compounds, 1% hits; AID 624256;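 active = normalized GFP-positive differentiation at or above the plate's own cutoff, the solvent-only control mean plus 3 SD; inconclusive = no clear call, values can overlap the other calls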;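 note: cells exposed to compound for four days before flow analysis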
HEK293 NOD2/NF-kB: inhibition of NOD2-driven NF-kB reporter – cell-based, luminescence, uHTS, HEK293 (AID 1566); 290,000 compounds, 0.63% hits; HEK293 NOD2/NF-kB luciferase reporter, luminescence; higher % means a stronger effect; inhibition, % at 4 µM; hits with a dose series show EC50 in µM; note: many of its hits are not listed in these tables
GPR55 antagonists: GPR55 antagonists blocking LPI-driven arrestin recruitment, primary screen, imaging, U2OS, beta-arrestin-GFP, LPI agonist (AID 2013); U2OS GPR55 beta-arrestin-GFP translocation imaging, LPI antagonism; higher % means a stronger effect; inhibition, % at 10 µM; hits with a dose series show IC50 in µM; 290,000 compounds, 0.13% hits;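 active = spots per cell inhibited over 60%, with over 100 cells counted and total cytoplasm intensity under 500,000; inconclusive = wells with under 100 cells, flagged as likely toxic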;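 note: U2OS cells stably carrying GPR55 and arrestin-GFP stimulated by 5 µM LPI near EC80; imaged beta-arrestin-GFP aggregate spots per cell after agonist stimulation; plate controls were LPI-stimulated DMSO wells for no effect and DMSO wells without LPI for full effect; some results filed as inactive read as strong as hits; confirmed hits need IC50 under 10 µM and bright autofluorescent wells are also inconclusive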
KOR beta-arrestin-2: KOR antagonists, beta-arrestin recruitment, cell-based, luminescence, uHTS (AID 1778); 290,000 compounds, 0.091% hits; one-dose inhibition, % at 10 µM; IC50 in µM for titrated hits; KOR beta-arrestin recruitment, luminescence, antagonist mode; higher % means a stronger effect; note: strong numbers were not always called active
GPR55 activation: selective activators of receptor GPR55 – imaging, U2OS cells, beta-arrestin-GFP redistribution, primary screen (AID 1961) | U2OS GPR55 beta-arrestin-GFP redistribution imaging; higher % means a stronger effect | activation, % at 10 µM; hits with a dose series show EC50 in µM | 290,000 compounds, 0.048% hits;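 active = activation above 40% with more than 50 cells counted in the well; inconclusive = wells holding fewer than 50 cells, flagged as toxic or sparse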;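 note: U2OS osteosarcoma cells stably expressing GPR55 and beta-arrestin-GFP; plate controls were DMSO negative control for no effect and LPI positive control for full effect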
Myeloid diff 2 GFP+ MAC1+ %: also measured in Myeloid diff 2; calls as there; GFP+ MAC1+ double positive, %; measured here: differentiation confirmed by MAC1 staining
An asterisk follows results filed as active; i = inactive; u = inconclusive; x = not tested or not shown; [ ] = another dose, or the depositor's remark. Cut-off read from the data, not from the text of the source, unless noted: active = inhibition above about 50%; inactive = the rest. These rows are one share of the data; rates above refer to the full screens.

SMILES,GPR55 activation,NOD1 inhibition,HEK293 NOD2/NF-kB,Myeloid diff 2 GFP+ MAC1+ %,HIV fusion peptide,GPR35 arrestin U2OS,KOR beta-arrestin-2,KOR beta-arrestin-1,Myeloid diff 2,GPR55 antagonists
CCn1c(-c2csc(-c3ccc(Cl)cc3)n2)n[nH]c1=S,0.0%,-21%,-8%,0.6,-1.2%,-4%,-8%,-1.4%,i,4%
CN(CC(=O)Nc1ccc(N2CCOCC2)cc1)C(=O)c1cc(S(=O)(=O)N(C)C)ccc1Cl,0.3%,-23%,7%,0.8,0.3%,-5%,33%,2.0%,i,26%
Cc1ccccc1/C=C/C(=O)NCC(=O)N1CCC(N(C)C2CCCCC2C)CC1 (centres undefined),-0.2%,-9%,3%,1.0,-0.7%,-9%,-16%,0.5%,i,6%
O=C(NC1CC1)C1CCN(C2CCN(C(=O)/C=C/c3cccc(F)c3F)CC2)CC1,-0.1%,-11%,13%,0.7,1.5%,5%,-26%[20 µM],x,i,8%
CCN(CC)C(=O)/C(=C/c1ccc2c(c1)OCO2)NC(=O)c1ccc(Br)cc1,-0.1%,-12%,3%,0.8,1.1%,3%,6%,2.0%,i,16%
COc1ccccc1-c1nc(SC)n[nH]1,-0.2%,-26%,-32%,0.3,3.1%,3%,-14%,-3.2%,i,-4%
Cc1ccccc1C(=O)NNC(=O)c1ccoc1C,-0.1%,1%,4%,1.0,-2.0%,-1%,-1%,-1.5%,i,4%
CCOC(=O)C1CCCN(C(=O)c2ccccc2NC(=O)C2=C(C)OCCS2)C1 (centres undefined),-0.1%,-2%,-1%,3.5,-0.6%,-2%,-18%,6.7%,i,-1%
CCN1CCN(Cc2nc(N)nc(Nc3ccc(C)c(C)c3)n2)CC1,-0.2%,-23%,6%,0.7,-0.3%,-14%,-13%,0.1%,i,2%
O=C(COC(=O)C12CC3CC(CC(C3)C1)C2)Nc1ccccc1F,-0.1%,-23%,18%,0.8,3.3%,-9%,14%,0.9%,i,0%
CNc1nc(OCC#N)nc(N2CCCCC2)n1,-0.1%,-26%,3%,0.2,-0.1%,0%,-14%[20 µM],x,i,-11%
Nc1cc(-c2ccc(Cl)cc2)nn1S(=O)(=O)c1ccccc1,-0.1%,17%,-19%,3.5,12%,-5%,-55%,5.4%,i,-10%
Cc1ccc(NC(=O)c2cccc(C(=O)Nc3ccc(C)c(C)c3)n2)cc1C,-0.2%,-11%,-6%,2.4,0.2%,8%,-13%,1.2%,i,10%
N#Cc1cc2ccccc2nc1SCc1ccccn1,-0.4%,-93%,-167%,9.1,0.2%,10%,-10%,4.0%,i,4%
COc1ccc(-c2nnc(SCC(=O)NCCc3ccccc3)o2)cc1,0.3%,-30%,3%,1.3,1.8%,0%,30%,-4.8%,i,-2%
CCN1CCN(C(=O)C2COc3ccccc3O2)CC1 (centres undefined),-0.1%,-47%,-11%,0.5,0.7%,-5%,3%,-3.6%,i,9%
Cc1ccccc1-n1cc(-c2ccc(Br)cc2)nc1SCC(N)=O,-0.2%,10%,15%,0.4,-1.2%,-7%,6%,1.8%,i,-24%
Cc1ccc(C(=O)N/N=C2\CC3CC=CC23)c(C)c1 (centres undefined),0.1%,-19%,1%,0.4,0.8%,1%,-2%,0.5%,i,1%
COc1ccc2nc(NC(=O)c3ccccc3[N+](=O)[O-])sc2c1,-0.1%,-3%,-55%,0.3,-1.6%,7%,9%,0.6%,i,5%
CC[C@@H](C)[C@H](NC(=O)Cc1c(C)c2cc3c(C)coc3c(C)c2oc1=O)C(=O)O,0.3%,-14%,6%,0.5,0.3%,0%,25%,-15%,i,0%
O=S(=O)(Nc1nc2ccccc2[nH]1)c1ccc2ccccc2c1,0.2%,57%,9%,0.5,-1.4%,15%,-14%,-3.8%,i,4%
O=C(CCN1CCN(c2ccc(Cl)cc2)CC1)Nc1ccccc1F,-0.1%,-3%,-7%,0.9,4.2%,6%,-34%,2.6%,i,6%
COc1cc(C(=O)N/N=C(\C)c2ccc(NC(=O)Cc3ccccc3)cc2)ccc1O,-0.1%,-38%,3%,1.9,-2.1%,3%,-3%,2.5%,i,-1%
O=C1C2C3C=CC(C2C(=O)N1C1CCCCC1)C1C(=O)N(C2CCCCC2)C(=O)C31 (centres undefined),-0.2%,3%,-6%,0.5,-0.7%,0%,-7%,1.4%,i,3%
COc1ccc2[nH]c3c(=O)n(CCCCC(=O)NCCN4CCCC4)c(=S)[nH]c3c2c1,-0.1%,4%,14%,15,24%,2%,8%,-2.3%,i,16%
CCn1c(SCC(=O)O)nnc1-c1ccc(S(=O)(=O)N2CCCC2)cc1,-0.1%,-22%,6%,1.5,1.0%,-5%,-4%,0.1%,i,-4%
O=C1CC(Sc2ncccn2)C(=O)N1c1ccccc1C(F)(F)F (centres undefined),-0.1%,-2%,-3%,0.3,2.5%,3%,-3%,2.0%,i,-5%
CN(C)c1cccc2c1c(NC(=O)Nc1ccc(F)cc1F)nn2C,-0.1%,-10%,-11%,0.6,-1.9%,5%,14%,-1.7%,i,15%
Cn1cc(CC(=O)N2CCN(c3ccccc3F)CC2)c2ccccc21,-0.1%,-5%,8%,3.7,-0.1%,-9%,11%,-4.2%,i,-1%
O=C(NNC(=O)c1ccc([N+](=O)[O-])cc1C(=O)O)c1ccncc1,0.0%,-8%,-2%,0.7,-0.3%,2%,18%,-1.7%,i,-2%

Next part; it opens with the 2 that closed the last part.
SMILES,GPR55 activation,NOD1 inhibition,HEK293 NOD2/NF-kB,Myeloid diff 2 GFP+ MAC1+ %,HIV fusion peptide,GPR35 arrestin U2OS,KOR beta-arrestin-2,KOR beta-arrestin-1,Myeloid diff 2,GPR55 antagonists
Cn1cc(CC(=O)N2CCN(c3ccccc3F)CC2)c2ccccc21,-0.1%,-5%,8%,3.7,-0.1%,-9%,11%,-4.2%,i,-1%
O=C(NNC(=O)c1ccc([N+](=O)[O-])cc1C(=O)O)c1ccncc1,0.0%,-8%,-2%,0.7,-0.3%,2%,18%,-1.7%,i,-2%
O=C(Nc1ccc(Br)cc1)N1CCc2ccccc2C1,-0.1%,-48%,-47%,x,0.8%,-18%,2%,-2.2%,u,18%
Cc1cc(C)cc(OCC(=O)N(Cc2ccccc2)C2CCS(=O)(=O)C2)c1 (centres undefined),0.5%,-28%,-3%,0.7,1.1%,-8%,-24%,-1.9%,i,6%
CCc1ccc2c(CN3CCN(S(=O)(=O)c4cccs4)CC3)cc(=O)oc2c1,-0.3%,-24%,10%,0.3,3.7%,5%,-11%,0.6%,i,11%
C=CCNC(=O)/C(=C/c1cccc([N+](=O)[O-])c1)NC(=O)c1ccccc1,0.3%,-25%,-1%,0.3,0.8%,2%,24%,-2.9%,i,2%
Cc1cccc2c1-c1sc(C(=O)NCCCN3CCc4ccccc4C3)cc1CO2,-0.3%,0%,16%,0.4,0.3%,-21%,-62%,6.9%,i,8%
CN(C)N=C1c2cc(S(=O)(=O)N3CCOCC3)ccc2-c2ccc(S(=O)(=O)N3CCOCC3)cc21,-0.1%,-26%,21%,0.5,-4.3%,-10%,18%,-2.8%,i,-6%
O=C(CN1CCCCCCC1)N/N=C/c1ccc([N+](=O)[O-])o1,0.2%,8%,67%*,x,4.1%,6%,-40%[20 µM],1.7%,x,3%
O=C(Nc1cccnc1)/C(N=Nc1c(Cl)cccc1Cl)=C(\O)c1ccccc1,-0.2%,-14%,-6%,0.4,-7.7%,11%,13%,0.6%,i,-9%
Cc1ccc2c(CC(=O)OCc3cc(=O)n4c(n3)sc3ccccc34)coc2c1,-2.3%,2%,14%,1.6,8.1%,2%,0%,1.8%,i,2%
CN1CCN(c2nc(-c3ccco3)cc(C(F)(F)F)n2)CC1,0.2%,6%,17%,2.5,-1.8%,7%,17%,-3.1%,i,-3%

Copied from the list.
KOR beta-arrestin-1 with C=CCNC(=O)/C(=C/c1cccc([N+](=O)[O-])c1)NC(=O)c1ccccc1 → -2.9%
NOD1 inhibition with CN1CCN(c2nc(-c3ccco3)cc(C(F)(F)F)n2)CC1 → 6%

(listing goes on)
SMILES,GPR55 activation,NOD1 inhibition,HEK293 NOD2/NF-kB,Myeloid diff 2 GFP+ MAC1+ %,HIV fusion peptide,GPR35 arrestin U2OS,KOR beta-arrestin-2,KOR beta-arrestin-1,Myeloid diff 2,GPR55 antagonists
C=CCc1cccc2cc(C(=O)Nc3ccc(CC(=O)O)cc3)c(=O)oc12,-0.2%,11%,30%,0.1,14%,-1%,16%,-3.9%,i,6%
CCOC(=O)c1c(NC(=S)Nc2ccc(OC)cc2)sc2c1CCCCC2,-0.3%,1%,8%,0.5,4.6%,0%,22%,5.4%,i,-2%
CN1C(=O)C(=O)/C(=C(/O)c2ccccc2)C1c1ccc([N+](=O)[O-])cc1 (centres undefined),-0.1%,-16%,-4%,0.4,0.0%,-8%,-40%[20 µM],2.2%,i,10%
CN(CC(=O)Nc1ccc(Cl)cc1)C(=O)CCC1CCCC1,0.6%,-38%,3%,1.2,1.1%,-1%,-15%,2.9%,i,16%
Cc1ccc(N=Cc2c(O)c3ccccc3oc2=O)c(C)c1,-0.1%,-10%,11%,0.5,0.0%,-6%,13%,-1.5%,i,-4%
Cc1ccccc1OCC(=O)NNC(=S)NC(=O)c1ccccc1[N+](=O)[O-],-0.3%,-20%,16%,0.8,4.1%,-10%,24%,2.8%,i,2%
Cc1ccc(S(=O)(=O)CC(=O)c2cc3cccc(C)c3oc2=O)cc1,-0.2%,-7%,-11%,1.4,2.0%,14%,-3%,-3.2%,i,9%
CCOc1ccc(NCC(=O)Nc2ccc(Cl)cc2C)cc1,0.0%,-5%,1%,0.7,2.1%,-13%,11%,1.6%,i,5%

Screening data from PubChem BioAssay.
